# MmCpn inh – inhibitors of Methanococcus maripaludis chaperonin (MmCpn). purified Mm-Cpn ATPase, ADP Transcreener TR-FRET. AID 504842. 330,000 tested, 0.031% active. Potency, µM (top dose mostly 76.9 µM), inactives show at the highest dose activity, negative = inhibition, usual class: inhibitors; note: potency is the fitted concentration of half-maximal effect; % is set by controls: 0 for no effect and ±100 for the full control effect; nearly all actives have a fitted effect of over 80% in size
#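 TR-FRET (320 nm excitation; 590 and 665 nm emission) reports ADP made from 10 uM ATP by 25 nM enzyme; compounds were preincubated 10 min, reaction run 30 min, both at 37°C.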
# TDP-43 yeast inh – inhibitors of TDP-43 toxicity in yeast | Potency, µM (top dose mostly 46.1 µM), for the others: at the top dose growth rescue (activation), hits mostly activators | AID 652104 | TDP-43 expressing yeast growth rescue, BacTiter-Glo, 24 h | 410,000 tested, 1.8% active; note: potency is the fitted concentration of half-maximal effect; % of control where 0% means no effect; nearly all actives have a fitted effect of over 50% in size
#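 Cell-based yeast growth screen: TDP-43 expression induced in galactose, inoculum OD600=0.02 after raffinose pregrowth to mid-log. Read-out BacTiter-Glo luminescence at 24 hr, 30 deg C; inhibition of toxicity seen as signal increase.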
# GLP1R cytotox – cytotoxicity counter-screen for GLP-1 receptor inverse agonists | 410,000 tested, 0.13% active | Potency, µM (highest dose often 38.3 µM), for the others: at the top dose activity change, negative = inhibition, most hits filed as inhibitors | AID 624418 | HEK293 cAMP-luciferase reporter cells, luminescence, 24 h;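 note: loss of luciferase light is scored as toxicity; potency is the fitted concentration of half-maximal effect; % is set by controls: 0 for no effect and ±100 for the full control effect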
#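 Compound-treated cells are incubated 24 hr at 37 deg C under 5% CO2 after a 12 hour attachment period, then luciferase detection reagent is added and luminescence is measured following 12 min at room temperature; lowered signal indicates toxicity.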
# PTHR1 ag – agonists of human PTHR1 parathyroid hormone receptor; HEK293 GP2 PTHR1 cells, GloSensor cAMP luminescence, 1 h; 410,000 tested, 0.075% active; AID 743266; Potency, µM (top dose mostly 115 µM), for the others: at the highest dose activation, actives largely listed as activators; Q03431; note: potency is the fitted concentration of half-maximal effect; nearly all actives have a fitted effect of over 55% in size; some results filed as inactive show a strong effect at the top dose; inactives centre near -15; many of its hits are not listed in these tables
#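 HEK-293-derived GP2 cells expressing PTHR1 and a GloSensor cAMP reporter, 3,000/well, plated overnight, given luciferin plus IBMX (each 0.5 mM as added) for 1 h at 37 °C, then compound for 1 h at 37 °C. Luminescence was read after 15 min at room temperature.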
# Abeta yeast res – A-beta toxicity reversal in yeast; 410,000 tested, 0.063% active; yeast expressing A-beta42, growth rescue, OD600, 48 h; response scale: 0% DMSO, 100% iron-clioquinol control; Potency, µM (series often up to 46.1 µM), without a hit: top-dose growth rescue, hits mostly activators; note: potency is the fitted concentration of half-maximal effect; nearly all actives have a fitted effect of over 55% in size
#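 Yeast A-beta toxicity model in growth medium with pinned compounds, 48 h at 30 C; growth read as absorbance at 600 nm. Normalized to FeCl3/clioquinol equimolar mix (positive) and DMSO (negative).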
# pAkt inh – blocks phosphorylation of Akt; Neuro2A IGF-stimulated pAkt S473 HTRF, 20 min; stronger effect = lower value; activity change, % for hits at 50 µM; 360,000 tested, 0.32% active; in the data active = activity change below about -80%; inconclusive = mostly about -51% to -80%; note: % is set by controls: 0 for no effect and ±100 for the full control effect
#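 Single-point screen (50 µM final compound) in Neuro2A cells stimulated 20 min with 6 nM IGF at 37 deg C. After lysis, Ser473-phosphorylated Akt read by HTRF (ex 330 nm, em 615/665 nm) as the 665/615 ratio.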
# FUS suppressor – suppressors of FUS proteinopathy in yeast; Potency, µM (top dose mostly 76.6 µM), for inactives: at the highest dose growth rescue (activation), usual class: activators; 390,000 tested, 0.24% active; AID 1347120; S. cerevisiae FUS-expressing, growth rescue, OD600, 24 h;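 note: potency is the fitted concentration of half-maximal effect; plate controls were DMSO vehicle for no effect and reference control for full effect; nearly all actives have a fitted effect of over 55% in size; some results filed as inactive show a strong effect at the top dose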
#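 Compound concentration series was pinned onto galactose-induced FUS-expressing yeast seeded at OD 0.005. Plates sat 24hr at 30C; absorbance at 600 nm gave growth. DMSO served as background control.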
# GLP-1R inv ag – inverse agonists of human GLP-1 receptor; P43220; HEK293 GLP-1R CRE-luciferase, luminescence, 24 h; GLP-1R form is constitutively active; Potency, µM (top dose mostly 38.3 µM), for inactives: at the highest dose activity change, negative = inhibition, actives largely listed as inhibitors; 410,000 tested, 1.6% active; note: potency is the fitted concentration of half-maximal effect; % is set by controls: 0 for no effect and ±100 for the full control effect; nearly all actives have a fitted effect of over 55% in size
# Target sequence (P43220 whole entry, looked up): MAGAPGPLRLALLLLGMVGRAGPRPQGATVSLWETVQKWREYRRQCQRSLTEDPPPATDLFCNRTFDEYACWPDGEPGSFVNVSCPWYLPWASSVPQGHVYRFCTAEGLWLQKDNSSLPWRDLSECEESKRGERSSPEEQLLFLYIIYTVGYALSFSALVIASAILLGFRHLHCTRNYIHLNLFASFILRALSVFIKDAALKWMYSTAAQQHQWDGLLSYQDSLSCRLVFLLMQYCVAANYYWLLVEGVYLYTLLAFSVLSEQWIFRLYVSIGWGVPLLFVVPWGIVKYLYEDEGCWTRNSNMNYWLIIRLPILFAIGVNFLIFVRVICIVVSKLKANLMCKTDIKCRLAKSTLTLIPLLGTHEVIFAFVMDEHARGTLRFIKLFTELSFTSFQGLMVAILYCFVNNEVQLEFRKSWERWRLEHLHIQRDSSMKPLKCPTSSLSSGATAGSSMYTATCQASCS
#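 Stable HEK293 clone (constitutively active GLP-1R + cAMP-response luciferase); 200 cells/uL plated, 12 h pre-culture, compound 24 hr, 37 deg C/5% CO2; detection reagent 12 min RT; luminescence.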
# aSyn yeast inh – rescues yeast growth from alpha-synuclein toxicity; 370,000 tested, 0.14% active; Yeast expressing alpha-synuclein, growth rescue, BacTiter-Glo, 24 h; Potency, µM (doses to about 46.1 µM), without a hit: at the highest dose growth rescue (activation), actives largely listed as activators; note: potency is the fitted concentration of half-maximal effect; % of control where 0% means no effect; nearly all actives have a fitted effect of over 65% in size
#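 Rescue of yeast growth: cells expressing toxic alpha-synuclein, induced in galactose at OD600 0.02, incubated with compound 24 h at 30 C. ATP luminescence quantified growth; inhibitors of toxicity appear as activators.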
# * = called active by the depositor; i = inactive; ? = inconclusive; nt = not tested or not shown; [ ] = another dose, or the depositor's remark. Unless noted, calls come from the whole dose curve; as a rule, active = well fitted curve in the direction sought with a large enough effect; inconclusive = small, poorly fitted or top-dose-only effect, or another doubt; inactive = no such curve, though single readings can be large; an effect the other way counts as inactive or inconclusive. The list is partial; count on the stated rates, not on these rows.
# Codes – A = MmCpn inh; B = TDP-43 yeast inh; C = GLP1R cytotox; D = PTHR1 ag; E = Abeta yeast res; F = pAkt inh; G = FUS suppressor; H = GLP-1R inv ag; I = aSyn yeast inh
Cn1cc(C(=O)c2ccc(Cl)cc2Cl)cc1C=O
  A: 1.1% | B: -23.5% | C: -1.4% | D: -17.3% | E: -21.8% | F: i | G: 23.1% | H: -26.5% | I: 19.7%

Cc1ccc(OCc2cc(C(=O)NCc3ccc(OC(F)(F)F)cc3)no2)cn1
  A: -10.2% | B: 21.8% | C: -1.8% | D: -29.2% | E: 0.9% | F: i | G: 16.8% | H: ? | I: -2.8%

CC(=O)N1CC(C)Sc2ccc(S(=O)(=O)NCc3ccc(Cl)cc3)cc21 (stereo not drawn)
  A: -3.5% | B: 19.5% | C: 2.6% | D: -26.6% | E: 10.0% | F: i | G: 34.7% | H: ? | I: 3.6%

CC1CCC(N2CCN(S(=O)(=O)Cc3ccccc3)CC2)CC1 (stereo not drawn)
  A: 1.0% | B: -11.5% | C: -15.6% | D: -5.6% | E: -5.0% | F: i | G: 16.2% | H: -28.8% | I: -5.5%

CN(C)c1ccc(-c2nc3ccccn3c2Nc2ccc3c(c2)OCCO3)cc1
  A: nt | B: -5.1% | C: -3.7% | D: -27.2% | E: -9.8% | F: nt | G: 25.8% | H: 30.1% | I: nt

CC1=C(C(=O)OCC2CCCO2)C(c2ccccc2)C2=C(CC(C)(C)CC2=O)N1 (stereo not drawn)
  A: -1.3% | B: -15.5% | C: 64.9%[activator] | D: -4.4% | E: 13.0% | F: i | G: 20.3% | H: 2.7% | I: -2.0%

CCOCc1cnc(C)nc1NCC(=O)c1c(C)[nH]c2ccc(OC)cc12
  A: 2.4% | B: -12.6% | C: -24.2% | D: -9.7%[57.5 µM] | E: 5.0% | F: i | G: 10.4% | H: 4.3% | I: 2.2%

Cc1cc(S(=O)(=O)N2c3ccc(F)cc3CCC2C)ccc1-n1cnnn1 (stereo not drawn)
  A: 0.6% | B: -13.9% | C: -5.6% | D: -6.9% | E: -30.8% | F: i | G: 19.7% | H: 12.9% | I: -7.7%

Cc1cccn2c(CN3CCCN(C=O)CC3)c(C(=O)N(C)CCc3ccccc3)nc12
  A: -2.0% | B: -31.5%[inhibitor] | C: -1.6% | D: i | E: -18.1% | F: i | G: 4.7% | H: -2.5% | I: -2.4%

CCOc1ccccc1NC(=O)COC(=O)C(CC(C)C)N1C(=O)C2CC=CCC2C1=O (stereo not drawn)
  A: 1.0% | B: -0.9% | C: 1.3% | D: i | E: 25.8% | F: i | G: nt | H: ? | I: 11.3%

Oc1c(Br)cccc1/C=N/Nc1c(F)c(F)c(F)c(F)c1F
  A: 2.7% | B: 12.7% | C: -23.2% | D: -35.7%[inhibitor] | E: 5.0% | F: i | G: nt | H: -25.4% | I: -18.5%

COc1ccc(OCc2csc(N)n2)cc1
  A: -0.9% | B: 16.0% | C: 4.1% | D: i | E: -7.2% | F: i | G: 4.3% | H: 0.7% | I: -2.5%

N#Cc1cc(Oc2ccc(Cl)cc2)c(N2CCOCC2)cc1C#N
  A: nt | B: ? | C: -1.9% | D: -1.3% | E: 5.9% | F: i | G: 16.2% | H: 4.7% | I: 2.5%

CCOC(=O)c1c(C)[nH]c(C(=O)CSc2nnc(-c3ccncc3)n2CC)c1C
  A: 0.4% | B: -4.7% | C: 3.4% | D: -21.5%[57.5 µM] | E: 12.7% | F: i | G: -7.4% | H: 4.6% | I: 1.4%

COc1cccc(CN(C(=O)c2ccco2)C(C(=O)NC2CCCC2)c2cccnc2)c1 (stereo not drawn)
  A: -1.7% | B: 6.8% | C: 0.3% | D: -11.7%[57.5 µM] | E: 22.2% | F: i | G: -16.1% | H: -4.0% | I: 1.9%

# 3 of the entries above in order of the PTHR1 ag value, falling.
molecule,PTHR1 ag
N#Cc1cc(Oc2ccc(Cl)cc2)c(N2CCOCC2)cc1C#N,-1.3%
CC1=C(C(=O)OCC2CCCO2)C(c2ccccc2)C2=C(CC(C)(C)CC2=O)N1 (stereo not drawn),-4.4%
CC1CCC(N2CCN(S(=O)(=O)Cc3ccccc3)CC2)CC1 (stereo not drawn),-5.6%

# Sorted by molar mass (smallest number first): 10 of the compounds above
# Codes – A = MmCpn inh; B = TDP-43 yeast inh; C = GLP1R cytotox; D = PTHR1 ag; E = Abeta yeast res; F = pAkt inh; G = FUS suppressor; H = GLP-1R inv ag; I = aSyn yeast inh
COc1ccc(OCc2csc(N)n2)cc1
  A: -0.9% | B: 16.0% | C: 4.1% | D: i | E: -7.2% | F: i | G: 4.3% | H: 0.7% | I: -2.5%

Cn1cc(C(=O)c2ccc(Cl)cc2Cl)cc1C=O
  A: 1.1% | B: -23.5% | C: -1.4% | D: -17.3% | E: -21.8% | F: i | G: 23.1% | H: -26.5% | I: 19.7%

CC1CCC(N2CCN(S(=O)(=O)Cc3ccccc3)CC2)CC1 (stereo not drawn)
  A: 1.0% | B: -11.5% | C: -15.6% | D: -5.6% | E: -5.0% | F: i | G: 16.2% | H: -28.8% | I: -5.5%

CCOCc1cnc(C)nc1NCC(=O)c1c(C)[nH]c2ccc(OC)cc12
  A: 2.4% | B: -12.6% | C: -24.2% | D: -9.7%[57.5 µM] | E: 5.0% | F: i | G: 10.4% | H: 4.3% | I: 2.2%

Oc1c(Br)cccc1/C=N/Nc1c(F)c(F)c(F)c(F)c1F
  A: 2.7% | B: 12.7% | C: -23.2% | D: -35.7%[inhibitor] | E: 5.0% | F: i | G: nt | H: -25.4% | I: -18.5%

CN(C)c1ccc(-c2nc3ccccn3c2Nc2ccc3c(c2)OCCO3)cc1
  A: nt | B: -5.1% | C: -3.7% | D: -27.2% | E: -9.8% | F: nt | G: 25.8% | H: 30.1% | I: nt

Cc1cc(S(=O)(=O)N2c3ccc(F)cc3CCC2C)ccc1-n1cnnn1 (stereo not drawn)
  A: 0.6% | B: -13.9% | C: -5.6% | D: -6.9% | E: -30.8% | F: i | G: 19.7% | H: 12.9% | I: -7.7%

Cc1ccc(OCc2cc(C(=O)NCc3ccc(OC(F)(F)F)cc3)no2)cn1
  A: -10.2% | B: 21.8% | C: -1.8% | D: -29.2% | E: 0.9% | F: i | G: 16.8% | H: ? | I: -2.8%

CCOC(=O)c1c(C)[nH]c(C(=O)CSc2nnc(-c3ccncc3)n2CC)c1C
  A: 0.4% | B: -4.7% | C: 3.4% | D: -21.5%[57.5 µM] | E: 12.7% | F: i | G: -7.4% | H: 4.6% | I: 1.4%

Cc1cccn2c(CN3CCCN(C=O)CC3)c(C(=O)N(C)CCc3ccccc3)nc12
  A: -2.0% | B: -31.5%[inhibitor] | C: -1.6% | D: i | E: -18.1% | F: i | G: 4.7% | H: -2.5% | I: -2.4%

# Continued:
# Codes – A = MmCpn inh; B = TDP-43 yeast inh; C = GLP1R cytotox; D = PTHR1 ag; E = Abeta yeast res; F = pAkt inh; G = FUS suppressor; H = GLP-1R inv ag; I = aSyn yeast inh
Cc1cc(C(=O)Nc2c(F)c(F)c(F)c(F)c2F)n(-c2ccccc2)n1
  A: 0.6% | B: -4.5% | C: -23.5% | D: i | E: -11.0% | F: i | G: 0.6% | H: ? | I: -1.5%

O=c1cc(-c2ccccc2)nc2cc(-c3ccco3)[nH]n12
  A: -9.6% | B: -4.2% | C: -23.4% | D: i | E: -7.0% | F: i | G: -2.8% | H: -6.2% | I: 4.6%

O=C(NC1CCCC1)C(c1ccncc1)N(Cc1ccccc1)C(=O)Cc1cccs1 (stereo not drawn)
  A: -0.6% | B: -11.3% | C: -11.0% | D: i | E: 1.9% | F: i | G: 26.4% | H: 2.9% | I: -0.1%

COc1cc(NC(=S)N2CCC(C(N)=O)CC2)c(OC)cc1Cl
  A: 1.9% | B: 3.5% | C: 5.4% | D: -23.6% | E: -1.8% | F: i | G: -8.5% | H: 11.1% | I: 2.5%

CC1(C)Cc2cccc(OCC(O)CN3CCN(c4ccccn4)CC3)c2O1 (stereo not drawn)
  A: 0.2% | B: -3.1% | C: 10.7% | D: -5.7% | E: 9.4% | F: i | G: -14.0% | H: ? | I: 5.6%
